Bioassay records from PubChem BioAssay.
MEP2 TOR yeast = modulators of TOR pathway MEP2-GFP in S. cerevisiae. S. cerevisiae MEP2-GFP strain, flow cytometry GFP, 3 h; 100% = DMSO control level. GFP response vs DMSO, % at 10 µM. 0.51% of 330,000 active;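 active = GFP response versus DMSO above a set limit, roughly screen mean plus 3 SD, cut at about 180% in these data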;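 note: median GFP fluorescence of the barcode-gated MEP2-GFP cells per well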
procasp3 activ = activates human procaspase-3. P42574. recombinant procaspase-3 D3A, Ac-DEVD-pNA absorbance 405 nm. activation, % at 8.5 µM. 0.11% of 330,000 active. AID 463141;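 active = activation above the mean of all tested compounds plus 3 SD, cut at about 21% in these data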;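 note: 0% = DMSO alone and 100% = DMSO wells spiked with extra 5 µM PC-3 D3A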
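System: Procaspase-3 D3A mutant. Medium: Zinc-free 300 mM NaCl, 50 mM HEPES, 0.01% Triton X-100. Schedule: 1 h preincubation plus 2 h reaction at 25 °C. Measured by: 405 nm absorbance of p-nitroaniline, reads at 0 and 120 min. Read-out: percent activation relative to control range.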
LAP4 TOR yeast = modulators of TOR pathway LAP4-GFP in S. cerevisiae | S. cerevisiae LAP4-GFP multiplex, flow cytometry GFP, 3 h; median GFP as percent of DMSO wells | 0.34% of 320,000 active | AID 2023 | GFP response vs DMSO, % at 10 µM;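 active = GFP response vs DMSO above a set limit, about the screen mean plus 3 SD, cut at about 150% in these data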
AHR activator = activators of human aryl hydrocarbon receptor. activation, % at 5 µM. 2.5% of 320,000 active. AHR-responsive luciferase reporter cells, luminescence. P35869; in the data active = activation above about 47%;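 note: 0% = vehicle wells and 100% = reference agonist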
ZTA counter = counter-screen for EBNA-1 inhibitors: inhibitors of Epstein-Barr virus ZTA; P03206; ZTA-DNA binding, fluorescence polarization; inhibition, % at 11 µM; 0.15% of 320,000 active; AID 2234; in the data active = inhibition above about 33%
EBNA-1 inhibitor = blocks EBNA-1 binding to DNA. EBNA-1 DNA binding, fluorescence polarization. inhibition, % at 14.8 µM. 0.34% of 300,000 active. AID 1950; in the data active = inhibition above about 28%
RPL19A TOR yeast = modulators of TOR pathway RPL19A-GFP in S. cerevisiae | S. cerevisiae RPL19A-GFP strain, flow cytometry, 3 h; hits give low values | percent response vs DMSO, % at 10 µM | 0.3% of 330,000 active;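 active = percent response vs DMSO below 50%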;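 note: median channel GFP fluorescence of the barcoded RPL19A-GFP strain; ratio of sample median GFP to plate DMSO average so 100% = DMSO; lower means less RPL19A-GFP as with rapamycin TOR inhibition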
proCasp7 act = activates human procaspase-7, counter-screen for procaspase-3 activators; AID 463210; P55210; activation, % at 8.5 µM; recombinant procaspase-7, Ac-DEVD-pNA absorbance 405 nm; D23A/D198A/D206A triple mutant, cannot self-cleave; scale: DMSO 0, 5 µM enzyme 100; 0.093% of 330,000 active;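 active = percent activation above the screen-wide mean plus 3 SD, cut at about 25% in these data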
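Detection: p-Nitroaniline absorbance at 405 nm, read at 0 and 120 min; system: Uncleavable procaspase-7 mutant enzyme; evaluation: % activation from two-timepoint absorbance difference, scaled to controls; times: 1 h enzyme–compound preincubation and 2 h substrate reaction, both 25 °C; buffer or medium: Zinc-free HEPES pH 7.4 with 300 mM NaCl, 0.01% Triton X-100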
Numbers without * were called inactive; x = not tested or not shown; [ ] = another dose, or the depositor's remark.

SMILES	MEP2 TOR yeast	procasp3 activ	LAP4 TOR yeast	AHR activator	ZTA counter	EBNA-1 inhibitor	RPL19A TOR yeast	proCasp7 act
CC1C(=O)N2CCCc3cc(NC(=O)c4ccccc4Br)cc1c32 (stereo unspecified)	109	7	107	16	3	-3	105	8
COCCCNC(=S)N(CCCO)Cc1cc2cc3c(cc2[nH]c1=O)OCCO3	108	-15	99	6	-12	-2	103	3
COc1ccc(Nc2nnc(SCC(=O)NC3CC3)s2)cc1	101	3	99	6	18	x	100	2
COc1cc(C)c(NC(=O)c2cccc(S(=O)(=O)N3CCCC3)c2)cc1OC	102	0	100	4	x	x	100	12
O=C(NCCc1csc(-c2cccnc2)n1)c1ccc(Br)o1	94	2	97	65*	7	3	92	-8
CCOC(=O)N1CCN(S(=O)(=O)c2ccc(C(=O)Nc3nc4c(s3)CC(C)CC4)cc2)CC1 (stereo unspecified)	102	-1	102	3	4	-1	100	-2
CC(C)CN1C(=O)CC(Sc2ccccc2C(=O)O)C1=O (stereo unspecified)	103	-3	104	2	-9	0	97	5
NC(=O)c1cc2cc(Cc3ccccc3Cl)ccc2oc1=O	97	2	108	3	3	-7	96	2
COc1ccc(CNC(=O)CN2C(=O)NC3(CCCCCC3)C2=O)cc1OC	95	-2	84	4	3	-13	93	-5
COc1ccc(N2CCN(C(=O)Cc3coc4cc(C)ccc34)CC2)cc1	91	4	99	1	10	-6	94	11
CCc1ccc(NC(=O)N[C@H](C(=O)O)C(C)CC)cc1 (stereo partly specified)	98	-1	110	1	12	7	98	-2
CCN(CC(=O)Nc1c(F)cccc1F)C(=O)CNC(=O)c1sc2ccccc2c1Cl	103	-2	95	0	-10	x	99	0
FC(F)Sc1ccc(-n2c(-c3ccc(Cl)cc3)c[n+]3c2CCC3)cc1	93	13	112	3	-15	4	99	-3
Cc1[nH]c2ccccc2c1C(=O)COC(=O)C1CC(=O)N(Cc2ccco2)C1 (stereo unspecified)	103	3	101	6	8	-18	103	5
CC(C)CNC(CC(=O)O)c1ccccc1 (stereo unspecified)	100	3	100	-1	12	3	98	-6
CC1(C)NC(=O)N(CC(=O)Nc2cc(S(=O)(=O)N3CCOCC3)ccc2N2CCOCC2)C1=O	98	11	96	-1	-22	-6	103	2
Cc1oc2ccc(OCC(N)=O)cc2c1C(=O)OC(C)C	107	4	104	59*	-11	-8	101	-7
CCCC(=O)O[C@@H]1C[C@@H](C)N(C(=O)c2ccccc2)c2ccc(C)cc21	105	-2	97	3	-10	-5	102	10
CCN(C(=O)c1ccccc1F)c1nc(-c2ccc(OC)cc2)cs1	98	-2	82	6	-9	-2	93	-17
CC1CCN(CCCCOc2ccc([N+](=O)[O-])cc2)CC1	102	0	92	3	-4	-6	103	-8

A different layout for 15 compounds above.
compound | MEP2 TOR yeast | procasp3 activ | LAP4 TOR yeast | AHR activator | ZTA counter | EBNA-1 inhibitor | RPL19A TOR yeast | proCasp7 act
COc1ccc(Nc2nnc(SCC(=O)NC3CC3)s2)cc1 | 101 | 3 | 99 | 6 | 18 | x | 100 | 2
COc1cc(C)c(NC(=O)c2cccc(S(=O)(=O)N3CCCC3)c2)cc1OC | 102 | 0 | 100 | 4 | x | x | 100 | 12
O=C(NCCc1csc(-c2cccnc2)n1)c1ccc(Br)o1 | 94 | 2 | 97 | 65* | 7 | 3 | 92 | -8
CCOC(=O)N1CCN(S(=O)(=O)c2ccc(C(=O)Nc3nc4c(s3)CC(C)CC4)cc2)CC1 (stereo unspecified) | 102 | -1 | 102 | 3 | 4 | -1 | 100 | -2
CC(C)CN1C(=O)CC(Sc2ccccc2C(=O)O)C1=O (stereo unspecified) | 103 | -3 | 104 | 2 | -9 | 0 | 97 | 5
NC(=O)c1cc2cc(Cc3ccccc3Cl)ccc2oc1=O | 97 | 2 | 108 | 3 | 3 | -7 | 96 | 2
COc1ccc(CNC(=O)CN2C(=O)NC3(CCCCCC3)C2=O)cc1OC | 95 | -2 | 84 | 4 | 3 | -13 | 93 | -5
COc1ccc(N2CCN(C(=O)Cc3coc4cc(C)ccc34)CC2)cc1 | 91 | 4 | 99 | 1 | 10 | -6 | 94 | 11
CCc1ccc(NC(=O)N[C@H](C(=O)O)C(C)CC)cc1 (stereo partly specified) | 98 | -1 | 110 | 1 | 12 | 7 | 98 | -2
CCN(CC(=O)Nc1c(F)cccc1F)C(=O)CNC(=O)c1sc2ccccc2c1Cl | 103 | -2 | 95 | 0 | -10 | x | 99 | 0
FC(F)Sc1ccc(-n2c(-c3ccc(Cl)cc3)c[n+]3c2CCC3)cc1 | 93 | 13 | 112 | 3 | -15 | 4 | 99 | -3
Cc1[nH]c2ccccc2c1C(=O)COC(=O)C1CC(=O)N(Cc2ccco2)C1 (stereo unspecified) | 103 | 3 | 101 | 6 | 8 | -18 | 103 | 5
CC(C)CNC(CC(=O)O)c1ccccc1 (stereo unspecified) | 100 | 3 | 100 | -1 | 12 | 3 | 98 | -6
CC1(C)NC(=O)N(CC(=O)Nc2cc(S(=O)(=O)N3CCOCC3)ccc2N2CCOCC2)C1=O | 98 | 11 | 96 | -1 | -22 | -6 | 103 | 2
Cc1oc2ccc(OCC(N)=O)cc2c1C(=O)OC(C)C | 107 | 4 | 104 | 59* | -11 | -8 | 101 | -7

Remaining list, next part
SMILES	MEP2 TOR yeast	procasp3 activ	LAP4 TOR yeast	AHR activator	ZTA counter	EBNA-1 inhibitor	RPL19A TOR yeast	proCasp7 act
O=C(O)CSCCCC(=O)Nc1ccc(Br)cc1	115	2	95	-2	-5	1	94	-3
O=C(CSc1ncnc2ccccc12)NCCCO	118	12	106	4	-7	-5	99	14
COc1ccc(C2=NN(c3nc(-c4ccccc4)c(CC(=O)O)s3)C(c3ccco3)C2)cc1 (stereo unspecified)	98	-34	93	14	-6	40*	100	-33
COC1(NC(=O)c2ccccc2)C(C)=CC(=O)C=C1C	105	-6	99	-4	-4	1	97	5
O=C(CCl)N(CCc1ccccc1)CCc1ccccc1	127	14	108	0	1	5	96	10
O=C(NC(N1CCOCC1)C(Cl)(Cl)Cl)c1ccccc1Cl (stereo unspecified)	99	3	104	6	2	-1	98	5
O=C(CSc1nc2nn(-c3ccccc3)c(=O)c-2c2n1CCCCC2)Nc1ccc(F)c(F)c1	102	-8	97	-3	x	x	101	4
Cc1cc(C)c(OCC(=O)N(Cc2cccs2)C2CCS(=O)(=O)C2)c(C)c1 (stereo unspecified)	109	11	99	3	-2	-10	106	12
CC(=O)N1N=C(c2ccncc2)OC12CCCCC2	111	2	111	3	12	-8	108	3
Cc1ccc(-n2c(C)cc(/C([O-])=C(/C(=S)Nc3ccc(F)c(Cl)c3)[n+]3ccccc3)c2C)cc1	179*[may fluoresce violet]	-12	102[may fluoresce violet]	33	-5	-14	66[may fluoresce violet]	-2
CC(=O)Nc1ccccc1-c1ccc(C)o1	97	4	110	3	16	3	100	1
CC1=C(C#N)C(c2cn(-c3ccccc3)nc2-c2cccs2)C(C#N)=C(C)N1	110	0	104	2	-11	-10	106	-7
CCOC(=O)c1nnn(-c2ccccc2C#N)c1C	99	0	97	5	5	-1	99	0
CCc1nc(C)cn1S(=O)(=O)c1cc(Br)c(C)cc1OC	105	-2	98	0	-43	-6	99	-5
C=CCn1c(SCC(=O)c2cc(C)n(C(C)COC)c2C)nc2sc(C)c(C)c2c1=O (stereo unspecified)	106	7	103	-1	10	5	100	8
CCn1cc(C(=O)NC(C)C)c(=O)c2cc(F)c(N3CCN(C(=O)c4ccco4)CC3)cc21	92	0	80	2	8	11	76	-8
Cc1ccccc1Nc1nc(N)nc(CN(C)c2ccccc2)n1	98	2	96	9	-1	7	92	4
C=C(C)CSc1nc2c(c(=O)[nH]c(=O)n2C)n1Cc1ccccc1	107	8	100	-3	1	4	101	-2
CCN(C(=O)COC(=O)c1ccc(S(=O)(=O)N2CCCc3ccccc32)cc1)C1CCS(=O)(=O)C1 (stereo unspecified)	101	5	106	1	3	-1	103	6
CC(C)CN(C(=O)COC(=O)CCSc1ccc(F)cc1)c1c(N)n(Cc2ccccc2)c(=O)[nH]c1=O	113	4	106	-1	-2	0	100	9

MEP2 TOR yeast, entries above that show a hit
smiles	MEP2 TOR yeast	procasp3 activ	LAP4 TOR yeast	AHR activator	EBNA-1 inhibitor	RPL19A TOR yeast
Cc1ccc(-n2c(C)cc(/C([O-])=C(/C(=S)Nc3ccc(F)c(Cl)c3)[n+]3ccccc3)c2C)cc1	179*[may fluoresce violet]	-12	102[may fluoresce violet]	33	-14	66[may fluoresce violet]

(continued)
SMILES	MEP2 TOR yeast	procasp3 activ	LAP4 TOR yeast	AHR activator	ZTA counter	EBNA-1 inhibitor	RPL19A TOR yeast	proCasp7 act
CCOC(=O)c1ccc(NC(=O)C2CC3CCC2C3)cc1 (stereo unspecified)	97	-8	111	-2	-9	0	96	0
COC(=O)c1ccc(NC(=O)C(=O)N2CCCC2)cc1	96	1	100	0	2	7	96	3
Cc1cc(C)c(C(=O)C(C)OC(=O)C2=COCCO2)cc1C (stereo unspecified)	102	4	110	-1	-8	-4	99	1
O=C(CN1C(=O)NC2(CCCC2)C1=O)Nc1ccc(Cl)cc1F	106	0	99	0	-11	8	98	-8
CCc1ccccc1NC(=O)CN(C)C(=O)Cn1cnc2ccc(Cl)cc2c1=O	101	3	100	1	-11	x	98	8
C=CCOc1ccc(/C=C2\SC(=S)N(CCC(=O)O)C2=O)cc1	98	-6	110	-11	10	5	96	-13
CC(=O)c1c(C)n(CCO)c2ccc(O)cc12	107	-4	95	20	-13	1	104	-7
Cc1ccc(C(=O)N2CCC3(CC2)Oc2ccc(Cl)cc2C(=O)C32CC(c3ccccc3)=NO2)s1 (stereo unspecified)	100	8	95	0	7	10	98	-11
COc1cccc(N2C(=O)C3C(C2=O)C3(c2ccccc2)c2ccccc2)c1 (stereo unspecified)	89	-6	103	2	2	4	92	-3
COc1ccc(S(=O)(=O)N2CCCCC2)cc1NCC(=O)Nc1ccc(C)cc1	98	6	98	3	-2	-8	98	-5
